Bioassay records deposited in PubChem BioAssay by National Center for Advancing Translational Sciences (NCATS).
FUS suppressor: FUS proteinopathy suppression in yeast; Potency, µM (top dose mostly 76.6 µM), inactives show at the highest dose growth rescue (activation), actives largely listed as activators; 390,000 tested, 0.24% active; S. cerevisiae FUS-expressing, growth rescue, OD600, 24 h;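 note: potency is the fitted concentration of half-maximal effect; plate controls were DMSO vehicle for no effect and reference control for full effect; nearly all actives have a fitted effect of over 55% in size; some results filed as inactive show a strong effect at the top dose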
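FUS-expressing yeast, raffinose-pregrown, induced in 2% galactose minimal medium at OD 0.005; compounds in a dilution series, 24hr at 30C. Growth restoration read as absorbance at 600 nm. CP55940 positive control, DMSO negative.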
Mm-Cpn inhibitor: M. maripaludis TRiC chaperonin inhibition. purified Mm-Cpn ATPase, ADP Transcreener TR-FRET. Potency, µM (doses to about 76.9 µM), for the others: at the highest dose activity, negative = inhibition, actives largely listed as inhibitors. 330,000 tested, 0.031% active. AID 504842; note: potency is the fitted concentration of half-maximal effect; % is set by controls: 0 for no effect and ±100 for the full control effect; nearly all actives have a fitted effect of over 80% in size
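Eu-cryptate anti-ADP/ADP-d2 competition gives a ratio inversely related to ADP. Enzyme at 25 nM was pre-exposed to compound for 10 min, then given 10 uM ATP for 30 min, 37°C throughout.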
GLP1R inv ag: inverse agonists of human GLP-1 receptor; P43220; 410,000 tested, 1.6% active; AID 624417; Potency, µM (top dose mostly 38.3 µM), inactives show at the top dose activity change, negative = inhibition, hits mostly inhibitors; HEK293 GLP-1R CRE-luciferase, luminescence, 24 h; GLP-1R form is constitutively active; note: potency is the fitted concentration of half-maximal effect; % is set by controls: 0 for no effect and ±100 for the full control effect; nearly all actives have a fitted effect of over 55% in size
Target sequence (P43220 whole entry, looked up): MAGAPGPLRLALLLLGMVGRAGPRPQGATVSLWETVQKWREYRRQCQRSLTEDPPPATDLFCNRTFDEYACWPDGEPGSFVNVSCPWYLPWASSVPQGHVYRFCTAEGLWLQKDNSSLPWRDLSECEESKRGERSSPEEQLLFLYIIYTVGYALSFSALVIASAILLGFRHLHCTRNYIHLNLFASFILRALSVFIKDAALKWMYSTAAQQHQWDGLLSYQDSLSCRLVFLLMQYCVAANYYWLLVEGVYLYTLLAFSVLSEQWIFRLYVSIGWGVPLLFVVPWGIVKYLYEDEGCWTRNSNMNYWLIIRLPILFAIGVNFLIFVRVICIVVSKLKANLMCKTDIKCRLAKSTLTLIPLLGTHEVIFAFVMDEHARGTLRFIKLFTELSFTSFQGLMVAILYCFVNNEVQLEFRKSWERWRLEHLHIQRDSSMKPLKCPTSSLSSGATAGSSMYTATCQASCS
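Inverse agonists were sought by their lowering of basal cAMP reporter luciferase output in HEK293 cells stably carrying constitutively active human GLP-1R, after 24 h compound treatment.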
PTHR1 agonist: activates the human parathyroid hormone receptor PTHR1; Q03431; HEK293 GP2 PTHR1 cells, GloSensor cAMP luminescence, 1 h; Potency, µM (series often up to 115 µM), for inactives: at the highest dose activation, hits mostly activators; 410,000 tested, 0.075% active; AID 743266; note: potency is the fitted concentration of half-maximal effect; nearly all actives have a fitted effect of over 55% in size; some results filed as inactive show a strong effect at the top dose; inactives centre near -15; many of its hits are not listed in these tables
Target sequence (Q03431 whole entry, looked up): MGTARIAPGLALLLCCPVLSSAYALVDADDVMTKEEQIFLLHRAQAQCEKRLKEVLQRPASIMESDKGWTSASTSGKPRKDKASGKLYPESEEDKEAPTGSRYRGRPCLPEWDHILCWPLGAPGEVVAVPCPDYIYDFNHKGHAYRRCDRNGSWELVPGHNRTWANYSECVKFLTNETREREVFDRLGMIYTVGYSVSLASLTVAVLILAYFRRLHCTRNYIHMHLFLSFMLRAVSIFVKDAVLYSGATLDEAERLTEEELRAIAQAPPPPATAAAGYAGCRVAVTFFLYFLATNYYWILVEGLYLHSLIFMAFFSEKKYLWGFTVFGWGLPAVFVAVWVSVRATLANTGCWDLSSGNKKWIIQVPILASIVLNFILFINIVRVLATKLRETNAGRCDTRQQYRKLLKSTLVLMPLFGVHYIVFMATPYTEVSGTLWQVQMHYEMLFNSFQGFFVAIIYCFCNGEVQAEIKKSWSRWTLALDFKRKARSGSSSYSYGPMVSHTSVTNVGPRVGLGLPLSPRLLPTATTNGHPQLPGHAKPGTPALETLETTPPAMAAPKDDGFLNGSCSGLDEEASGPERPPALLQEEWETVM
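HEK-293-derived GP2 cells expressing PTHR1 and a GloSensor cAMP reporter, 3,000/well, plated overnight, given luciferin plus IBMX (each 0.5 mM as added) for 1 h at 37 °C, then compound for 1 h at 37 °C. Luminescence was read after 15 min at room temperature.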
aSyn yeast inh: inhibitors of alpha-synuclein toxicity in yeast. Potency, µM (top dose mostly 46.1 µM), inactives show at the top dose growth rescue (activation), actives largely listed as activators. AID 652106. 370,000 tested, 0.14% active. Yeast expressing alpha-synuclein, growth rescue, BacTiter-Glo, 24 h; note: potency is the fitted concentration of half-maximal effect; % of control where 0% means no effect; nearly all actives have a fitted effect of over 65% in size
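Readout is rescue of growth in alpha-synuclein-expressing yeast, so inhibitors of toxicity appear as activators. Growth after 24 hr at 30 deg C in galactose medium is quantified by luminescence.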
TDP43 rescue: inhibitors of TDP-43 toxicity in yeast; TDP-43 expressing yeast growth rescue, BacTiter-Glo, 24 h; Potency, µM (series often up to 46.1 µM), for the others: at the highest dose growth rescue (activation), actives largely listed as activators; 410,000 tested, 1.8% active; note: potency is the fitted concentration of half-maximal effect; % of control where 0% means no effect; nearly all actives have a fitted effect of over 50% in size
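Growth rescue of TDP-43-toxic yeast measured as ATP luminescence (BacTiter-Glo). Cells grown to mid-log in raffinose, induced in galactose at OD600=0.02, exposed to compound 24 hr at 30 deg C.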
Abeta yeast res: A-beta toxicity reversal in yeast; yeast expressing A-beta42, growth rescue, OD600, 48 h; response scale: 0% DMSO, 100% iron-clioquinol control; Potency, µM (doses to about 46.1 µM), for inactives: top-dose growth rescue, actives largely listed as activators; 410,000 tested, 0.063% active; AID 1347071; note: potency is the fitted concentration of half-maximal effect; nearly all actives have a fitted effect of over 55% in size
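Yeast A-beta toxicity model in growth medium with pinned compounds, 48 h at 30 C; growth read as absorbance at 600 nm. Normalized to FeCl3/clioquinol equimolar mix (positive) and DMSO (negative).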
pAkt inh: inhibitors of Akt phosphorylation; Neuro2A IGF-stimulated pAkt S473 HTRF, 20 min; active compounds read low; activity change, % for hits at 50 µM; 360,000 tested, 0.32% active; AID 651550; in the data active = activity change below about -80%; inconclusive = mostly about -51% to -80%; note: % is set by controls: 0 for no effect and ±100 for the full control effect
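Neuro2A cells (4,500/well, DMEM with 0.5% FBS) were treated with compound at a single 50 µM final concentration, stimulated with 6 nM IGF for 20 min at 37 °C, and lysed. Phospho-Akt Ser473 was read by HTRF as 665/615 ratio ×10^4.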
GLP1R cytotox: cytotoxicity in counter-screen for GLP-1R inverse agonists | 410,000 tested, 0.13% active | Potency, µM (titrated, usually from 38.3 µM), for inactives: at the highest dose activity change, negative = inhibition, most hits filed as inhibitors | HEK293 cAMP-luciferase reporter cells, luminescence, 24 h | AID 624418;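 note: loss of luciferase light is scored as toxicity; potency is the fitted concentration of half-maximal effect; % is set by controls: 0 for no effect and ±100 for the full control effect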
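Luminescence readout: signal drop marks cytotoxicity. Plated cells grew 12 h at 37 °C, 5% CO2, received 23 nL compound for 24 h, then got luciferase reagent, read after 12 min at RT.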
Active calls of the source: *; i = inactive; ? = inconclusive; . = no result given; & = joins results of further samples; [ ] = remark or other dose. Unless noted, calls come from the whole dose curve; as a rule, active = well fitted curve in the direction sought with a large enough effect; inconclusive = small, poorly fitted or top-dose-only effect, or another doubt; inactive = no such curve, though single readings can be large; an effect the other way counts as inactive or inconclusive.

Every second line gives: FUS suppressor	Mm-Cpn inhibitor	GLP1R inv ag	PTHR1 agonist	aSyn yeast inh	TDP43 rescue	Abeta yeast res	pAkt inh	GLP1R cytotox
- O=C(N/N=C/c1c(O)n(-c2ccc(Cl)cn2)c(=O)c2ccccc12)c1ccncc1
    27.4%	-5.3%	1.2%	-42.9%	-1.3%	15.9%	-6.3%	i	59.9%[activator]
- COc1ccc(OC)c(NC(=O)C2CCCN(S(=O)(=O)c3cccc4nsnc34)C2)c1 (configuration not stated)
    -7.5%	0.2%	-27.2%	-8.9%[57.5 µM]	4.4%	13.3%	13.8%	i	14.0%
- CSc1ccc(C(=O)C2CCCN(S(=O)(=O)N(C)C)C2)cc1 (configuration not stated)
    -16.3%	2.3%	-5.8%	-20.0%	4.7%	?	-10.9%	i	9.5%
- COc1ccc(S(=O)(=O)N(CC(=O)NCc2ccccc2)c2ccc(C)cc2)cc1OC
    22.2%	.	14.9%	-38.2%[inhibitor]	.	12.4%	-4.4%	.	3.9%
- Cc1nc(Cl)sc1C(=O)Nc1cccc(Cl)c1
    -0.4%	0.9%	?	-25.8%	15.6%	14.1µM*	-5.1%	i	3.9%
- COC(=O)c1ccc(C(=O)OC)c(NC(=O)CS(=O)(=O)Cc2ccccc2)c1
    9.4%	-0.4%	0.0%	i	5.0%	-0.7%	5.8%	i	-1.8%
- CCOC(=O)c1cc2c(C(F)(F)F)cc(-c3cccnc3)nc2o1
    4.8%	-0.3%	-0.4%	-17.9%[57.5 µM]	6.6%	-0.7%	6.3%	-112.2%*	-17.8%
- Cc1c(C(=O)N2CCC(n3nccc3NC(=O)C3CC3)CC2)[nH]c2ccc(Cl)cc12
    1.9%	2.5%	?	-11.7%	2.9%	0.2%	-5.3%	i	-8.3%
- CON=C1CCN(c2ncc(C(F)(F)F)cc2Cl)CC1
    -11.5%	0.5%	-9.2%	i	6.9%	14.6%	12.9%	i	-0.2%
- CC(=O)C(Cc1ccccc1)NC(=O)COC(=O)c1cc(S(=O)(=O)N2CCOCC2)ccc1F (configuration not stated)
    -25.9%	.	10.8%	-3.0%	-0.5%	18.6%	1.6%	i	8.2%
- Cc1cc(NC(=O)C(C)SCC(=O)OC(C)C(=O)Nc2ccc(F)cc2Cl)no1 (configuration not stated)
    -15.9%	-1.0%	16.8%	-4.4%	4.2%	16.0%	3.4%	i	7.7%
- CCCn1cc(S(=O)(=O)c2ccccc2)c(=O)c2cc(OCC)ccc21
    -7.7%	0.4%	21.7%	i	4.8%	-0.4%	13.0%	i	19.6%
- CN(C)c1ccc(C(=O)OCC(=O)N2CCCCCC2)cc1
    -8.2%	-4.5%	9.2%	-10.4%	2.8%	-3.9%	6.3%	i	1.3%
- COc1ccc(C(=O)C2CCCN(Cc3cn[nH]c3-c3ccccc3)C2)cc1OC (configuration not stated)
    25.3%	1.5%	5.9%	-2.6%	-0.8%	-11.9%[0.397 µM]	4.0%	i	-7.5%
- CC(=O)Oc1ccc(C(=O)OCC(=O)c2c(N)n(C)c(=O)n(C)c2=O)cc1OC(C)=O
    2.1%	-0.7%	13.1%	i	5.2%	7.0%	6.2%	i	-14.2%
- COc1cc(OC)cc(C(=O)NCC(=O)OCC(=O)N2CCc3ccccc32)c1
    19.8%	-1.8%	17.1%	-8.4%	-10.9%	6.3%	-7.0%	i	-8.6%
- CCOc1ccc(S(=O)(=O)N2CCN(C(=O)c3ccc(C)c(S(=O)(=O)N4CCOCC4)c3)CC2)cc1
    .	0.4%	-29.2%	-46.2%[inhibitor]	0.5%	-5.2%	-10.5%	i	-17.5%
- CCCc1[nH]nc2c1C(c1ccncc1)C(C#N)=C(N)O2 (configuration not stated)
    -2.1%	0.5%	9.7%	i	-12.5%	-9.3%	5.8%	i	-22.4%
- COC(=O)Nc1nc(-c2cc(Cl)ccc2Cl)cs1
    17.4%	-0.3%	9.9%[0.307 µM]	i	-9.6%	0.0%	18.8%	i	-0.6%[0.307 µM]
- CCOc1ccc(N(C)S(=O)(=O)c2ccc3[nH]cc(C(=O)NCc4ccccc4)c(=O)c3c2)cc1
    -5.1%	.	-2.9%	-12.4%	.	2.6%	-2.2%	.	1.8%
- COCCNC(=O)c1c(NC(=O)c2nc(SC)ncc2Cl)sc2c1CCCC2
    -21.9%	-1.0%	2.4%	11.2%[57.5 µM]	-3.8%	-16.8%	-6.6%	i	17.8%
- O=C(CCNS(=O)(=O)c1cccs1)N1CCN(c2cccc(Cl)c2)CC1
    -7.2%	-0.5%	2.6%	-6.1%	-6.7%	-7.3%	-12.6%	i	8.0%
- CCOC(=O)[C@H]1[C@H]2COc3ccc(Cl)cc3[C@@H]2N2C(=O)CN(Cc3ccccc3)C(=O)[C@@]12C
    33.6%	-1.0%	?	i	12.2%	27.3%	?	i	-4.6%
- O=C1COc2ccc(C(=O)COC(=O)C3CC(O)CN3S(=O)(=O)c3ccc(Cl)cc3)cc2N1 (configuration not stated)
    22.1%	1.3%	7.9%	-53.2%[inhibitor]	9.1%	-0.7%	3.3%	i	-12.8%
- CC1=C(C(=O)Nc2ccccc2)C(c2ccccc2C)n2nc(SCC(=O)c3ccc(C)cc3)nc2N1 (configuration not stated)
    -9.5%	.	12.5%	-38.5%[inhibitor]	.	-3.3%	-25.0%	.	1.7%
- CCOc1ccc(OCCC(=O)NNC(=O)c2cc(C)oc2C)cc1
    27.1%	2.8%	5.8%	-16.7%	-1.3%	-4.9%	-15.5%	i	1.2%
- O=C(c1cc(C2CC2)nc2ccccc12)N1N=C(C(F)F)CC1(O)C(F)F (configuration not stated)
    15.0%	-2.5%	-21.9%	i	6.1%	0.0%	16.6%	i	9.4%
- COc1ccc(C2=NNC(c3ccco3)=Nc3ccc(F)cc32)cc1
    16.0%	1.2%	-14.4%	i	0.5%	2.8%	-3.2%	i	0.5%
- COc1cccc(NS(=O)(=O)c2ccc(C)c(C(=O)N3CCCCC3)c2)c1
    0.2%	-0.6%	-11.9%	-18.8%	-1.1%	-4.9%	-4.2%	i	-3.2%
- COC(=O)C(C)Sc1ccc2nnc(CCNS(=O)(=O)c3ccc(C)cc3)n2n1 (configuration not stated)
    -23.5%&-5.3%	2.3%	-9.7%&12.5%	?	-4.1%	3.2%&-1.7%	0.3%&-7.8%	i	-7.7%&0.6%
- CCOc1cc(/C=C(\C#N)C(=O)Nc2ccccc2C)ccc1OCc1cc(=O)n2nc(CC)sc2n1
    -8.4%	.	4.4%	-44.0%[inhibitor]	.	-3.2%	-7.7%	.	-5.0%
- CCN(CC1CCCO1)C(=O)CCc1nnc(CCc2ccccc2)o1 (configuration not stated)
    -13.7%	.	5.9%	-19.4%	9.6%	22.7%	12.0%	i	3.6%
- O=S(=O)(c1ccc(Cl)cc1)N1CCN(CCc2ccccc2)CC1
    25.0%	-0.3%	2.8%	-86.9%[inhibitor]	-3.1%	-21.1%	-18.6%	i	2.3%
- C/C(N)=C(/C#N)C(=O)COC(=O)CSc1ccc2ccccc2c1
    20.6%	1.6%	-7.0%	i	-1.4%	-31.7%[inhibitor]	8.7%	i	-2.1%
- CSCCC1NC(=O)N(CC(=O)N2N=C(c3ccc(Cl)cc3)CC2c2ccco2)C1=O (configuration not stated)
    ?	0.2%	?	-18.2%	9.5%	-7.8%	18.9%	i	-16.5%
- CCCc1nnc(SCC(=O)N(CC)CC)n1CC1CCCO1 (configuration not stated)
    -1.9%	3.8%	18.0%	-6.4%	0.6%	-10.3%[0.397 µM]	13.7%	i	-20.7%
- COc1ccc(/C=C/C(=O)NCC(=O)N/N=C/c2ccc(OC)cc2)cc1
    25.8%	0.0%	-14.3%	i	-8.2%	-6.7%	-4.3%	i	-7.4%
- CCCn1c2ccccc2c2cc(C(=O)O)ccc21
    -8.3%	-3.1%	?	-11.4%	4.2%	6.31µM*	-11.1%	i	-9.8%
- COc1ccc(-c2[nH]nc3oc(=O)cc(C)c23)cc1
    17.8%	.	52.9%[activator]	i	-4.8%	-10.9%	9.0%	i	2.3%
- CC(=O)c1ccc(S(=O)(=O)N(C)CC(=O)Nc2ccc(C)cc2)cc1
    -5.7%	-0.9%	1.1%	-0.7%	5.5%	20.3%	3.1%	i	-2.7%
- Cc1ccc(NC(=O)Cn2ncn3c(cc4ccccc43)c2=O)cc1C
    24.9%	.	-22.2%	i	.	24.7%	-0.6%	.	-1.5%
- Cc1ccc(/C=C/C(=O)N2CCC(Cc3ccccc3)CC2)cc1
    .	-0.7%	?	-32.4%[inhibitor]	0.3%	?	7.9%	i	-1.8%
- COc1cc(OC)cc(C(=O)Nc2ccc(N(C)C)c3ccccc23)c1
    -10.8%	-0.2%	9.2%	i	0.1%	3.8%	-4.7%	i	1.7%
- Cc1[nH]n(-c2ccccc2)c(=O)c1CCOC(=O)c1ccc(C(F)(F)F)cc1
    8.2%	1.9%	0.0%	-29.2%	-5.4%	3.3%	22.2%	i	-1.2%

Looked up above.
Value for Cc1ccc(/C=C/C(=O)N2CCC(Cc3ccccc3)CC2)cc1 under aSyn yeast inh: 0.3%
Value for Cc1[nH]n(-c2ccccc2)c(=O)c1CCOC(=O)c1ccc(C(F)(F)F)cc1 under PTHR1 agonist: -29.2%

An excerpt; count on the stated rates, not on these rows.
